DNMT1 inh – human DNMT1 methyltransferase inhibitors, primary screen, biochemical, molecular beacon, fluorescence, HinP1I cleavage, uHTS | 360,000 tested, 0.83% active | inhibition (reported as % activation of signal), % at 10 µM | DNA (cytosine-5)-methyltransferase 1 (Homo sapiens), P26358; in the data active means inhibition above about 50%
Scp1 inh – Scp-1 phosphatase inhibitors, primary screen, biochemical, colorimetric, uHTS. AID 493091, 2011. Carboxy-terminal domain RNA polymerase II polypeptide A small phosphatase 1 (Homo …. inhibition, % at 20 µM. Recombinant Scp1, phosphopeptide, malachite green phosphate absorbance. 340,000 tested, 0.88% active;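 active means inhibition above about 50% at 20 µM, limit read from the data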;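 further: plate controls were DMSO wells with enzyme for no effect and wells lacking enzyme for full effect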
Target sequence (Q9GZU7 76-261 limits assumed): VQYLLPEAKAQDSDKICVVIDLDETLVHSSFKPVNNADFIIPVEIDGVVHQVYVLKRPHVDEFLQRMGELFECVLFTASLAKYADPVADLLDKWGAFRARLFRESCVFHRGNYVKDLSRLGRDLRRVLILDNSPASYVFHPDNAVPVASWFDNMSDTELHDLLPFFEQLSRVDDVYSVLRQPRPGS
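Test system: SCP-1 phosphatase catalytic domain, residues 76-261 | Compound dosing: One concentration, 20 µM, with 1.0% DMSO | Schedule: 45 min room-temperature reaction, 5 min colour, 30 min stabiliser | Detection: Absorbance at 630 nm | Read-out basis: % inhibition of SCP-1 phosphate liberation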
NadD block – inhibitors of S. aureus NadD, primary screen, biochemical, colorimetric, uHTS | purified NadD enzyme, colorimetric absorbance read-out | 360,000 tested, 0.78% active | inhibition, % at 20 µM | Nicotinate-nucleotide adenylyltransferase NadD (Staphylococcus aureus N315); in the data active means inhibition above about 26%; further: some compounds past the cut are filed as inactive
SUMO1 PPI mod – modulators of SUMO1 protein-protein interactions, primary screen, biochemical, uHTS; Small ubiquitin-related modifier 1 (Homo sapiens), P63165; SUMO1 binding to a labelled peptide, TR-FRET, 1 h; 360,000 tested, 0.33% active; inhibition, % at 20 µM; in the data active means inhibition above about 37%
Target sequence (P63165 whole entry, looked up): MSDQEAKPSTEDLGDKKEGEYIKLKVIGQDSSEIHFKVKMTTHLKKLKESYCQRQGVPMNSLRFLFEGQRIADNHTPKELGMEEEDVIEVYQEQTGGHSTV
LMPTP block – LMPTP phosphatase inhibitors, primary screen, biochemical, fluorescence intensity, uHTS. Low molecular weight phosphotyrosine protein phosphatase (Homo sapiens), P24666. recombinant LMPTP-A, OMFP fluorogenic substrate. inhibition, % at 20 µM. 360,000 tested, 0.22% active. AID 651560, 2012;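 active means compounds that cut the enzyme signal by at least half of the control window in the single-dose screen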;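 further: plate controls were DMSO wells with enzyme plus substrate for no effect and substrate without enzyme for full effect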
Target sequence (P24666 whole entry, looked up): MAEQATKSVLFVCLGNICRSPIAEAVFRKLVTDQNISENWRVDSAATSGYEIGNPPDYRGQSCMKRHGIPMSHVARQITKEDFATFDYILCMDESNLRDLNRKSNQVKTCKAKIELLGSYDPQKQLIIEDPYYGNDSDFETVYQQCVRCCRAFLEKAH
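Test system – LMPTP-A phosphatase enzyme · Quantity – 0.625 nM LMPTP-A final · Reagent – OMFP substrate, 400 µM final · Dosing – one test concentration per compound, 20 µM, with 3% DMSO overall · Timing – 50 min enzyme reaction at room temperature, protected from light · Detection – fluorescence intensity · Controls – substrate-only low control, DMSO enzyme-plus-substrate high control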
STEP block – STEP phosphatase inhibitors, primary screen, biochemical, fluorescence intensity, uHTS; Tyrosine-protein phosphatase non-receptor type 5 (Homo sapiens), P54829; recombinant STEP, OMFP fluorogenic substrate; inhibition, % at 20 µM; 360,000 tested, 0.25% active; AID 588621, 2011;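 active means inhibition at 20 µM, scaled per plate between control wells, above about 37%, limit read from the data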;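 further: 0% = DMSO with enzyme and substrate and 100% = substrate only without enzyme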
Target sequence (P54829 whole entry, looked up): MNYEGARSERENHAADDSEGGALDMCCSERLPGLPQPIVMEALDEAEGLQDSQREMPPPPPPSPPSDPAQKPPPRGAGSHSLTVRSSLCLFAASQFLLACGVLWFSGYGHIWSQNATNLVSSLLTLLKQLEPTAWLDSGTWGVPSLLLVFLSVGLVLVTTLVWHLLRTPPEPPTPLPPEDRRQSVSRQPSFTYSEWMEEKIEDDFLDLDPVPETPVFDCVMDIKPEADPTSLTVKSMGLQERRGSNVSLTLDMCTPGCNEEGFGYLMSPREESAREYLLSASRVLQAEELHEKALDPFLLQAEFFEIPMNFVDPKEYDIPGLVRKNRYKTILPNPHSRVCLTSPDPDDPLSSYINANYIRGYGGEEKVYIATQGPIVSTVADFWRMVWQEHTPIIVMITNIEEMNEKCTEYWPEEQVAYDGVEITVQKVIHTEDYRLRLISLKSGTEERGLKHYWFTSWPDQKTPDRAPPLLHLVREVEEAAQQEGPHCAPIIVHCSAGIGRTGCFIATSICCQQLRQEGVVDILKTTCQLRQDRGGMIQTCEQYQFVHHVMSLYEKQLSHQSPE
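Material: STEP (striatal-enriched tyrosine phosphatase) enzyme, cell-free | Medium: 50 mM Bis-Tris pH 6.0 with 2.5 mM DTT and 0.005% Tween 20 | Read-out: Percent inhibition scaled to no-enzyme and uninhibited-enzyme controls, plate-pattern corrected | Signal: Fluorescence read at 480 nm ex / 540 nm em | Times: 20 min reaction, room temperature, in the dark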
NRP1-CendR mod – modulators of CendR peptide binding to NRP-1, primary screen, biochemical, fluorescence polarization, uHTS | inhibition, % at 25 µM | Neuropilin-1 (Homo sapiens), O14786 | FAM-RPARPAR peptide binding to NRP-1 | AID 602438, 2012 | 360,000 tested, 0.85% active;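 active means inhibition or corrected inhibition above about 18%, plus a signal ratio from 0.5 to 1.5, limit read from the data, passing the limit was not always enough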; further: strong numbers were not always called active
SKN-1 inh – suppressors of acrylamide-induced Pgst-4::GFP reporter in worms, primary screen, SKN-1 inhibitor project, whole organism, uHTS, GFP/RFP fluorescence ratio, strain VP596; inhibition, % at 21.8 µM; 360,000 tested, 0.49% active; AID 624304, 2012; C. elegans VP596 Pgst-4::GFP/RFP ratio, 24 h;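 active means interference check ratio from 0.5 to 1.5 plus GFP to RFP signal ratio inhibition reaching or exceeding a fixed threshold, cut at about 30% in these data, passing the limit was not always enough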; further: some compounds called inactive have numbers as strong as hits
MT1-MMP act inh – blockers of MT1-MMP proenzyme processing, primary screen, HT1080 RFP-PRO-GFP cells, GFP/RFP fluorescence; Matrix metalloproteinase-14 (Homo sapiens), P50281; GFP/RFP ratio fluorescence, overnight; percent of plate control window, DMSO zero; GFP/RFP ratio change, % at 20 µM; 360,000 tested, 0.061% active; AID 651647, 2012;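 active means GFP/RFP ratio change of at least 30% with cell ATP level not reduced by more than half and red fluorescence within 50% of control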; further: strong numbers were not always called active
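Material: RFP-PRO-GFP reporter HT1080 cells. Dosing: single-point 20 µM compound, 1% DMSO. Controls: DMSO and RFP-L50D-GFP cell wells. Timing: cells overnight before dosing, compound overnight, 37 °C, 5% CO2. Measure: GFP/RFP fluorescence ratio.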
Rpn11 inh – Rpn11 (PSMD14) deubiquitinase inhibitors, primary screen, biochemical, fluorescence polarization, uHTS. 26S proteasome non-ATPase regulatory subunit 14 (Homo sapiens), O00487. human 26S proteasome, Ub4-pepOG fluorescence polarization; 20S core pre-blocked with epoxomicin. calls only at 20 µM. 360,000 tested, 0.59% active;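 active means inhibition at 20 µM, scaled to each plate's controls, above about 33%, limit read from the data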
* marks the source's active call; other numbers are inactive results; i = inactive; nt = no result given; + = active, no number. An unsorted share of the library; any-hit rate near 3.9%.

nr	canonical_smiles	DNMT1 inh	Scp1 inh	NadD block	SUMO1 PPI mod	LMPTP block
1	COc1ccc(C(=O)COC(=O)C(CCCCN2C(=O)C3C4C=CC(C4)C3C2=O)N2C(=O)C3C4C=CC(C4)C3C2=O)cc1 (stereo not given)	-4	-8	0	3	-0.2
2	C#CCNC(=O)C[C@@H]1C[C@@]2(C(=O)OCC)CCCC=C2N(CCC2=CCCCC2)C1=O	nt	nt	nt	1	0.3
3	COc1cc(CNCCN2CCOCC2)ccc1OCc1ccc(Cl)cc1Cl	2	-20	-9	1	-1.9
4	COC(=O)/C=c1/s/c(=C(\C#N)C(=O)NCc2ccco2)n(-c2ccc(C)cc2)c1=O	-6	-2	14	-13	0.2
5	CCCCn1nnnc1C(c1cc2ccccc2o1)N(CCN(C)C)Cc1ccccc1 (stereo not given)	nt	nt	2	-7	4.0
6	Nc1nc(-c2ccc(Br)cc2)c(S(=O)(=O)c2ccccc2)s1	-11	-2	1	7	0.0
7	COc1ccc(CNC(=O)c2noc(C(C)C)c2[N+](=O)[O-])cc1	1	-8	-4	-1	-0.8
8	CC(=O)NCc1c(Cl)cccc1-n1cccc1	0	-2	0	-1	-1.4
9	COC(=O)C1=C(C)NC(C)=C(C(=O)OC)C1c1ccccc1[N+](=O)[O-]	0	-1	-10	4	-1.1
10	O=C(NCC1CCCO1)c1cc(-c2ccccc2F)no1 (stereo not given)	1	52*	-4	0	-0.6
11	CC1(C)CC(=O)C=C(c2cccnc2)C1	1	0	-1	1	-1.4
12	CCc1noc(C)c1C(=O)N1CCN(S(=O)(=O)c2cccs2)CC1	-2	1	4	-20	-9.8
13	O=C(Nc1nccs1)c1cc(S(=O)(=O)N2CCOCC2)c(Cl)cc1Cl	-1	-5	9	2	-0.4
14	O=S1(=O)CCN2N=C(C34CC5CC(CC(C5)C3)C4)SC2=N1	1	-6	2	0	-1.2
15	O=c1[nH][nH]c2c1[C@@H](c1ccc(F)cc1)O[C@H](C1CCCCC1)C2	nt	nt	8	2	-0.5

nr	STEP block	NRP1-CendR mod	SKN-1 inh	MT1-MMP act inh	Rpn11 inh
1	-2	-4	-5	2	i
2	nt	6	-6	3	nt
3	9	-7	12	-3	i
4	-3	-133	32	-33	+
5	nt	-22	2	-1	nt
6	-2	-3	6	3	i
7	5	-2	-7	-2	i
8	0	-2	6	1	i
9	-3	-8	7	-12	i
10	-1	-2	8	3	i
11	-4	-2	5	3	i
12	-6	11	17	-3	i
13	-2	21	2	-4	i
14	-2	5	3	-1	i
15	nt	-6	8	2	nt

The list goes on, overlapping the part above by 2 compounds.
nr	canonical_smiles	DNMT1 inh	Scp1 inh	NadD block	SUMO1 PPI mod	LMPTP block
14	O=S1(=O)CCN2N=C(C34CC5CC(CC(C5)C3)C4)SC2=N1	1	-6	2	0	-1.2
15	O=c1[nH][nH]c2c1[C@@H](c1ccc(F)cc1)O[C@H](C1CCCCC1)C2	nt	nt	8	2	-0.5
16	Cc1c2cnn(CC(=O)NCc3ccccn3)c(=O)c2c(C)n1Cc1ccc(Cl)cc1	-1	-3	0	1	0.5
17	C#CCOCCOCCOCCNc1nc(N2CCN(C(=O)Cn3cc(CC(C)O)nn3)CC2)nc(N2CCN(C(=O)[C@H](CCCCN)n3cc(CC(C)O)nn3)CC2)n1 (stereo not given in full)	3	2	-2	5	-4.9
18	S=C(NCc1ccccc1)NNc1ccccc1	5	-9	0	0	0.6
19	COc1ccc(NC(=O)C(c2ccccn2)N(C(C)=O)c2ccc(C)cc2)cc1 (stereo not given)	9	-5	-2	-5	-0.3
20	COc1cc(CCC(=O)Nc2ccc(S(=O)(=O)NC3=NCCCCC3)cc2)cc(OC)c1OC	1	3	1	2	-0.4
21	COc1ccc(CC(=O)Nc2cc(S(=O)(=O)N3CCCCC3)ccc2N2CCN(C)CC2)cc1	-1	-8	-1	-2	-1.7
22	CCCCC(=O)Nc1nc(C)c(-c2csc(Nc3cc(OC)ccc3OC)n2)s1	-16	21	10	2	1.7
23	NS(=O)(=O)c1ccc(NC(=O)Cc2c(F)cccc2Cl)cc1	0	5	-4	1	-1.2
24	CCOC(=O)c1sc(NC(=O)C2CC(=O)N(c3ccc(OC)cc3)C2)nc1C (stereo not given)	6	-9	-4	-5	0.1
25	OCCCNc1nccc(-c2cc(Nc3cccc(Cl)c3)ncn2)n1	3	-1	-1	0	0.6
26	CC(=O)NC(c1ccc(F)c(F)c1)c1nc(-c2cccc(C(=O)O)c2)cs1 (stereo not given)	1	nt	2	10	-2.2
27	C=Cc1ccc(COC(=O)c2cn(CC)c3nc(C)ccc3c2=O)cc1	1	0	4	3	0.5
28	COCCCNc1nc2ccccc2[nH]c1=O	-4	-5	-7	2	-0.2
29	COC(=O)c1c(-c2cccc(OC)c2)csc1N	-7	-8	-2	1	0.4
30	COc1cc(C2C(C#N)=C(N)Oc3n[nH]c(-c4cccnc4)c32)cc(Br)c1O (stereo not given)	-2	-1	4	-5	-4.9

nr	STEP block	NRP1-CendR mod	SKN-1 inh	MT1-MMP act inh	Rpn11 inh
14	-2	5	3	-1	i
15	nt	-6	8	2	nt
16	0	10	-2	5	i
17	1	7	15	-1	i
18	-2	6	-16	-2	i
19	0	11	21	3	i
20	0	9	6	-6	i
21	0	0	14	-2	i
22	-1	5	-3	-4	i
23	0	5	-1	-2	i
24	0	9	8	-6	i
25	0	-12	-16	-19	i
26	-1	0	10	-1	i
27	4	3	18	-1	i
28	-2	-3	-1	-4	i
29	2	0	8	1	i
30	3	-26	2	-17	i

Continuation:
nr	canonical_smiles	DNMT1 inh	Scp1 inh	NadD block	SUMO1 PPI mod	LMPTP block
31	CN(C(=O)c1ccc(NC(=O)C2CCN(C(=O)OC(C)(C)C)CC2)cc1)C1CC1	7	0	-1	-1	-2.9
32	COC(=O)c1ccc(NS(=O)(=O)c2cccc3cccnc23)cc1	-1	-7	-5	2	-0.6
33	COc1ccccc1CNC(=O)CN1CCN(Cc2ccc(Cl)cc2)C1=O	-5	-6	-6	-4	-0.4
34	Oc1ccc(CCc2n[nH]c(=S)n2-c2ccc(F)cc2)cc1	-3	-8	1	3	-1.1
35	N#Cc1cccc(NC(=O)c2ccc(S(=O)(=O)N3CCOCC3)cc2)c1	-2	-10	-2	-4	-1.0
36	CC(=O)NCCn1c(SCC#N)nc2ccccc2c1=O	-1	-7	3	-3	-1.1
37	COC(=O)Cn1ccnc1[N+](=O)[O-]	4	nt	-7	-8	-1.4
38	CC[C@H](C)[C@H](NC(=O)CNC(=O)COc1cc2c(c3oc(=O)cc(C)c13)CCC(C)(C)O2)C(=O)O	-3	-4	3	5	0.0
39	Clc1ccc(-c2nnc3n2CCCCS3)cc1	2	-2	-2	-6	0.5
40	CCOc1cccc2cc(C(C)=O)oc12	0	-11	-5	-5	0.2
41	COc1ccc(/C=N/NC(=O)Cn2ccnc2C)cc1OC	3	-4	2	-7	2.1
42	CS(=O)(=O)N1CCN(C(=O)c2ccccc2F)CC1	4	-2	2	0	0.6
43	O=C(Cn1nc(-c2ccccc2)c2ccccc2c1=O)Nc1cccnc1	0	-9	-2	-2	-0.3
44	CN(C)CCOc1ccc(Cl)cc1C(C)(C)C	0	-8	-9	1	-2.2
45	O=C(COc1ccccc1F)OCC(=O)N1CCc2ccccc21	0	-1	-6	2	0.0

nr	STEP block	NRP1-CendR mod	SKN-1 inh	MT1-MMP act inh	Rpn11 inh
31	0	3	-1	4	i
32	-3	-16	15	5	i
33	-2	-3	-7	2	i
34	-1	-4	-1	-1	i
35	-1	-1	18	0	i
36	9	-8	-18	-3	i
37	-1	-6	-20	-4	i
38	-1	8	-12	3	i
39	-2	9	7	-1	i
40	8	4	-3	2	i
41	1	5	-16	8	i
42	-1	2	15	-1	i
43	0	2	-45	1	i
44	-1	-10	6	2	i
45	0	0	-4	0	i

Further results
nr	canonical_smiles	DNMT1 inh	Scp1 inh	NadD block	SUMO1 PPI mod	LMPTP block
46	CC1=C(CC(=O)O)c2cc(F)ccc2/C1=C\c1ccc(S(C)=O)cc1 (stereo not given)	-3	-1	-2	-22	-0.3
47	Cc1ccc(OC(=O)c2cccc(S(=O)(=O)N3CCCC3)c2)c(-n2nc3ccccc3n2)c1	1	-16	-10	-3	2.9
48	COc1cccc(Nc2c([N+](=O)[O-])cncc2[N+](=O)[O-])c1	2	0	-3	-45	-1.7
49	Cc1ccc2c(CC(=O)NCC(=O)Nc3c(C)cccc3C)coc2c1	6	5	-8	29	-0.7

nr	STEP block	NRP1-CendR mod	SKN-1 inh	MT1-MMP act inh	Rpn11 inh
46	1	-3	-11	4	i
47	1	2	14	-2	i
48	0	6	5	6	i
49	5	0	13	-1	i

Reprinted at random: four compounds from above.
nr	canonical_smiles	DNMT1 inh	Scp1 inh	NadD block	SUMO1 PPI mod	LMPTP block
46	CC1=C(CC(=O)O)c2cc(F)ccc2/C1=C\c1ccc(S(C)=O)cc1 (stereo not given)	-3	-1	-2	-22	-0.3
47	Cc1ccc(OC(=O)c2cccc(S(=O)(=O)N3CCCC3)c2)c(-n2nc3ccccc3n2)c1	1	-16	-10	-3	2.9
49	Cc1ccc2c(CC(=O)NCC(=O)Nc3c(C)cccc3C)coc2c1	6	5	-8	29	-0.7
48	COc1cccc(Nc2c([N+](=O)[O-])cncc2[N+](=O)[O-])c1	2	0	-3	-45	-1.7

nr	STEP block	NRP1-CendR mod	SKN-1 inh	MT1-MMP act inh	Rpn11 inh
46	1	-3	-11	4	i
47	1	2	14	-2	i
49	5	0	13	-1	i
48	0	6	5	6	i
